# High-throughput results (PubChem BioAssay)
# RGS4 block = RGS4 inhibitors, primary screen, cell-based, HEK293 M3R inducible RGS4, calcium flux | Regulator of G-protein signaling 4 (Homo sapiens), P49798 | Fluo-4 calcium flux; active compounds read high; triggered by carbachol at its EC20 | B-score at 10 µM | hit rate 0.45% among 310,000 | AID 463165, 2010;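 active means B-score, a plate-corrected calcium signal, over three deviations above library mean, with baseline fluorescence within five deviations of library mean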;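 further: RGS4 expression induced by doxycycline in cells with stable M3 receptor; B-score is computed from the integrated fluorescence ratio over baseline after carbachol; higher B-score means a larger calcium signal and so more RGS4 inhibition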
# TRPC4 potent = positive allosteric modulators of TRPC4, primary screen, cell-based, mouse TRPC4beta, HEK293 mu-opioid, Fluo-4 calcium. Short transient receptor potential channel 4 (Mus musculus), Q9QUQ5. DAMGO EC20, Fluo-4 Ca2+ flux; active compounds read high. B-score at 10 µM. hit rate 0.42% among 310,000. AID 2227, 2009;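 active means B-score of calcium response area above 5 SD of library B-scores, with initial fluorescence ratio within 5 SD of library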;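 further: B-score of integrated fluorescence ratio over time as area under calcium response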
# MrgX1 ag = agonists of human MrgX1 receptor, primary screen, HEK293 cells, Fluo-4 calcium flux | Mas-related G-protein coupled receptor member X1 (Homo sapiens), Q96LB2 | Fluo-4 calcium fluorescence, agonist mode; active compounds read high | B-score at 10 µM | hit rate 0.44% among 310,000 | AID 588627, 2011;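 active means calcium response B-score plate-corrected fluorescence ratio at least 3 library SD, with starting fluorescence B-score inside 5 SD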
#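 Material: HEK293 cells stably expressing human MrgX1 receptor | Quantity: 15,000 cells per well | Times: Cells plated overnight, dye loaded 0.5 h 37 °C, 0.5 h room temperature | Measured by: Kinetic Fluo-4 NW fluorescence of intracellular calcium | Control set: Positive and negative controls per plate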
# TRPC6 inh = mouse TRPC6 channel inhibitors, primary screen, cell-based, HEK293, membrane potential dye; ACh-evoked depolarization; active compounds read low; B-score at 10 µM; hit rate 1.1% among 310,000; AID 2553, 2010;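 active means B-score under library mean minus 3 SD, initial fluorescence not abnormally high, positive integrated signal ratio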;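 further: B-score derived from integrated fluorescence ratio over the kinetic read; more negative B-score means stronger inhibition of depolarization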
# ANO1 activ = TMEM16A chloride channel activators or potentiators, primary screen, cell-based, HTS; HEK293 TMEM16A/YFP-H148Q/I152L, iodide quench fluorescence; active compounds read low; B-score at 10 µM; hit rate 0.3% among 340,000; AID 623877, 2012;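 active means fluorescence-ratio B-score plate-corrected deviation score at least 3 library SD below zero, with starting fluorescence score within 5 deviations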;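 further: channel opened by trigger with iodide after compound preincubation; score built on the fluorescence ratio of max minus min over baseline; more negative score means more quench and so TMEM16A activation or potentiation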
# Target sequence (Q8BHY3 whole entry, looked up): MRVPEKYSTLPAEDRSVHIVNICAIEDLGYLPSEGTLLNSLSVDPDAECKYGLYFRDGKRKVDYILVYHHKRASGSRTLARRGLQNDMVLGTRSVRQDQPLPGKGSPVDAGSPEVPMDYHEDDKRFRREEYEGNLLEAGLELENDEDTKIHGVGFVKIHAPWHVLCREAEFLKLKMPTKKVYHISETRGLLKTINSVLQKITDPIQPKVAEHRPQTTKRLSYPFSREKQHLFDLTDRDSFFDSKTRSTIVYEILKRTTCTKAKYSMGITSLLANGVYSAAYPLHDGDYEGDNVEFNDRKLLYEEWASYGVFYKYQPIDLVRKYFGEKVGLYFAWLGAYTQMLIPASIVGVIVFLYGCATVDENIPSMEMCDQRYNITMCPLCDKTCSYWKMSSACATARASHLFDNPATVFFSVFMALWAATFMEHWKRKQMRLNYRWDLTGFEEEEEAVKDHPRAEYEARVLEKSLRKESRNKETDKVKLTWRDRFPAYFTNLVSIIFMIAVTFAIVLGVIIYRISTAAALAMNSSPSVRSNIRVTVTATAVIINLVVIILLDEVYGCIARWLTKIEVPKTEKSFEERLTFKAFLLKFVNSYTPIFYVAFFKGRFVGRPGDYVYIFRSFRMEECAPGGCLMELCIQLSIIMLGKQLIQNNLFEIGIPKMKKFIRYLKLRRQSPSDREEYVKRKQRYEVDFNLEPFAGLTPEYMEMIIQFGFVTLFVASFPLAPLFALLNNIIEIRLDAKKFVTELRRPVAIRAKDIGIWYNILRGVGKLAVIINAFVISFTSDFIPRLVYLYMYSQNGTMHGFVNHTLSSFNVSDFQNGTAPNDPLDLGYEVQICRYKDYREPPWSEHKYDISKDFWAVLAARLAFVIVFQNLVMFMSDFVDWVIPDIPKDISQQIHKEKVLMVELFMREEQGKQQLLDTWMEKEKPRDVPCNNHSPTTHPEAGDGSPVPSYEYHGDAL
# TRPC6 activator = mouse TRPC6 channel activators, primary screen, cell-based, HEK293, membrane potential dye; AID 2550, 2010; hit rate 0.13% among 310,000; HEK293-TRPC6 membrane potential dye fluorescence; active compounds read high; B-score at 10 µM;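 active means B-score of the integrated fluorescence ratio above library mean plus 3 SD, and starting fluorescence ratio within library mean plus 5 SD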;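 further: higher score means more depolarization so channel activation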
# MrgX1 PAM = positive allosteric modulators of MrgX1, primary screen, HEK293 cells, Fluo-4 calcium flux | Mas-related G-protein coupled receptor member X1 (Homo sapiens), Q96LB2 | FDSS; active compounds read high | B-score at 10 µM | hit rate 0.63% among 310,000 | AID 588675, 2011;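 active means plate-corrected calcium response at least 3 library SD above typical, normal starting fluorescence, not activating the receptor alone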;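 further: compound read alongside a low EC10 to EC30 dose of BAM8-22 agonist; peak minus trough fluorescence over baseline measured at the second addition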
# TRPC4 inh = inhibitors of mouse TRPC4 channel, primary screen, Fluo4 calcium, HEK293 TRPC4beta/mu-opioid cells. hit rate 0.39% among 300,000. DAMGO-evoked Fluo4 calcium flux; active compounds read low. Short transient receptor potential channel 4 (Mus musculus), Q9QUQ5. B-score at 10 µM. AID 2247, 2010;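 active means B-score over 3 SD under the library average, no early fluorescence shift, positive overall ratio signal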
#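 Assay system: TRPC4beta/mu-opioid receptor HEK293 cell line; compound dosing: single concentration per test compound; detection: Fluo4 Ca2+ flux fluorescence; evaluation: per-well B score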
# TRPC4 act = activators of mouse TRPC4 channel, primary screen, Fluo4 calcium, HEK293 TRPC4beta/mu-opioid cells | B-score at 10 µM | hit rate 0.49% among 310,000 | AID 2237, 2010 | Fluo4 calcium fluorescence; active compounds read high;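 active means B-score above 5 SD of library B-scores, and initial fluorescence ratio not above library mean plus 5 SD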;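 further: positive B-score marks a calcium rise read as TRPC4 activation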
#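 Assay system: HEK293 stable line with TRPC4beta plus mu-opioid receptor; schedule: 45 min room-temperature Fluo4 loading, 110 s read; technique: kinetic Fluo4 calcium fluorescence; evaluation: integrated baseline-normalised fluorescence ratio, converted to per-well B score; controls: buffer (low) and maximal DAMGO (high)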
# TMEM16A inh = TMEM16A chloride channel inhibitors, primary screen, cell-based, HTS; AID 588511, 2011; HEK293 TMEM16A/YFP iodide influx fluorescence, ionomycin; normalized B-score (activity score, 25-100; higher = stronger inhibition) at 10 µM; hit rate 1.2% among 310,000;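 active means ratio plate-corrected score three or more library SD toward inhibition, starting fluorescence score within five deviations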;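 further: score derived from kinetic fluorescence span divided by baseline fluorescence per well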
# MrgX1 antagonist = antagonists of human MrgX1 receptor, primary screen, HEK293 cells, Fluo-4 calcium flux. Mas-related G-protein coupled receptor member X1 (Homo sapiens), Q96LB2. BAM8-22 antagonism; active compounds read low. B-score at 10 µM. hit rate 1.3% among 310,000. AID 588676, 2011;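 active means calcium-response B-score plate-corrected more than 3 library SD below zero, starting fluorescence within 5 deviations, no agonist response on first addition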;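 further: peak minus trough fluorescence over baseline after final BAM8-22 challenge near maximal dose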
# The depositor's hits bear a star; i = inactive; · = not tested or not shown.
Molecule	RGS4 block	TRPC4 potent	MrgX1 ag	TRPC6 inh	ANO1 activ	TRPC6 activator	MrgX1 PAM	TRPC4 inh	TRPC4 act	TMEM16A inh	MrgX1 antagonist
O=C(CSc1nc2ccccc2s1)NNC(=S)Nc1ccc(Br)cc1	i	i	i	i	i	i	i	i	i	i	i
COc1cc(C(=O)NCc2ccc(-n3cccc3)cc2)cc(OC)c1OC	i	i	i	i	i	i	i	i	i	i	i
O=C(Nc1ccc(Cl)cc1C(=O)O)c1ccc2c(c1)C(=O)N(Cc1ccco1)C2=O	i	i	i	i	i	i	i	i	i	i	i
CCN(CC)CCCn1c2c(c(SCC(=O)Nc3cccc(C)c3C)nc1=O)CCC2	i	i	i	i	i	i	i	i	i	i	i
CCCOc1ccccc1N/C(=N/c1nc(C)cc(C)n1)NC(=O)COc1ccc(OC)cc1	i	i	i	i	i	i	i	i	i	i	i
Cc1c(CNCCc2ccccc2Cl)c(C(=O)O)c(C)n1-c1ccccc1	i	i	i	i	i	i	i	i	i	i	i
CNc1sc(C(=O)c2ccccc2F)c(N)c1-c1nc2ccccc2s1	i	i	i	i	i	i	i	i	i	i	i
COc1cc2nc(=S)n3[nH]c(CCn4nc(C)cc4C)nc3c2cc1OC	i	i	i	i	i	i	i	i	i	i	i
COc1ccc(C2SCCN2C(=S)Nc2ccc(Cl)cc2)cc1 (stereo not given)	i	i	i	i	i	i	i	i	i	i	i
O=C1CC(C(=O)N2CCc3ccccc32)CN1c1ccccc1 (stereo not given)	i	i	i	i	i	i	i	i	i	i	i
CCO/C=C1\C(=O)N(c2ccccc2)C(=O)c2ccccc21	·	·	i	·	i	·	i	·	·	i	i
CCNC(=S)N/N=C/c1c(Cl)cccc1Cl	i	i	i	i	i	i	i	i	i	i	i
c1ccc(C[n+]2ccc3ccccc3c2)cc1	i	i	i	i	i	i	i	i	i	i	i
Fc1cnc(N2CCN(c3ccccc3)CC2)nc1N1CCN(c2ccccc2)CC1	i	i	i	i	i	i	i	i	i	i	i
Cc1[nH]n(-c2cccc([N+](=O)[O-])c2)c(=O)c1-c1ccccc1	i	i	i	i	i	i	i	i	i	i	i
Cc1cccc(NC(=O)c2ccccc2NC(=O)Cc2ccccc2)c1C	i	i	i	i	i	i	i	i	i	i	i
Cc1ccc(NC(=O)CCC(=O)NNC(=O)COc2ccc([N+](=O)[O-])cc2)c(C)c1	i	i	i	i	i	i	i	i	i	i	i
CCSc1ccccc1C(=O)Nc1cc(C)on1	i	i	i	i	i	i	i	i	i	i	i
CCCCNC(=O)c1ccccc1NC(=O)C1=C(C)OCCS1	i	i	i	i	i	i	i	i	i	i	i
CSc1ccccc1NC(=O)CN1CCCCC1C (stereo not given)	i	i	i	i	i	i	i	i	i	i	i
Cc1ccc(NC(=O)c2ccc([N+](=O)[O-])cc2)cc1S(=O)(=O)N(C)C	i	i	i	i	i	i	i	i	i	i	i
CNC(=O)c1ccc(NC(=O)CN2c3cccc4cccc(c34)S2(=O)=O)cc1	i	i	i	i	i	i	i	i	i	i	i
O=C(C(Cl)Cl)N1c2ccccc2OCC1c1ccccc1 (stereo not given)	i	i	i	i	i	i	i	i	i	i	i
CC1CC(C)CN(CCCNC(=O)c2ccc(CNS(=O)(=O)c3ccc(F)cc3)cc2)C1 (stereo not given)	i	i	i	i	i	i	i	i	i	i	i
O=C(CNC(=O)c1cccs1)N/N=C/c1ccc(O)cc1O	i	i	i	i	i	i	i	i	i	i	i
CC(C)=CCN1CCN(Cc2cccn2-c2ncccn2)CC1CCO (stereo not given)	i	i	i	i	i	i	i	i	i	i	i
COc1ccc2c(c1)cc(C)c1nnc(SCC(=O)N(C)c3nc(-c4ccccc4)cs3)n12	i	i	i	i	i	i	20.1*	i	i	i	i
O=C(NC1CC2CCC(C1)N2C(=O)NCc1ccccc1)C1CC1 (stereo not given)	i	i	i	i	i	i	i	i	i	i	i
O=C(NCCn1cccn1)C1CCC(=O)N(CCc2ccccc2)C1 (stereo not given)	i	i	i	i	i	i	i	i	i	i	i
O=C(Oc1ccc([N+](=O)[O-])cc1)c1ccc2ccccc2n1	i	i	i	i	i	i	i	i	i	i	i
O=C(O)c1cc(NC(=O)c2ccco2)cc(NC(=O)c2ccco2)c1	i	i	i	i	i	i	i	i	i	i	i
COc1ccc(OCCCC(=O)Nc2ccc3c(c2)OCCO3)cc1	i	i	i	i	i	i	i	i	i	i	i
Cc1cccc(NC(=O)C(C)SCc2nc3sc4c(c3c(=O)[nH]2)CCCC4)n1 (stereo not given)	i	i	i	i	i	i	i	i	i	i	i
COC(=O)c1cc(NC(=O)CSC2=NCCS2)cc(C(=O)OC)c1	i	i	i	i	i	i	i	i	i	i	i
Cc1c(Cl)c(C(F)(F)F)nn1CC(=O)NCc1ccco1	i	i	i	i	i	i	i	i	i	i	i
O=C(O)c1cn(-c2ccccc2)nc1-c1ccc(Cl)cc1	i	i	i	i	i	i	i	i	i	i	i
CC(C)NC(=O)Nc1cccc(Cl)c1	i	i	i	i	i	i	i	i	i	i	i
O=[N+]([O-])c1cc(Cl)cc(/C=N/Nc2nc3ccccc3s2)c1O	i	i	i	i	i	i	i	i	i	i	i
NCC/C=C1/c2ccccc2CSc2ccccc21	i	i	i	i	i	i	i	i	i	i	i
CC(C(=O)Nc1ccccn1)(c1ccccc1)c1ccccc1	i	i	i	i	i	i	i	i	i	i	i
CN(CCNC(=O)C1CCC(=O)N(Cc2cccc(F)c2)C1)CCc1ccccc1 (stereo not given)	i	i	i	i	i	i	i	i	i	i	i
CCOC(=O)N1CCC(NC(=O)c2cccc3c2C(=O)N(c2ccc(OC)cc2)C3)CC1	i	i	i	-7.8*	i	i	i	i	i	i	i
CCn1c(CNC(=O)COc2ccc(C(C)C)cc2)nnc1SCC(=O)Nc1ccccc1	i	i	i	i	i	i	i	i	i	i	i
CCOc1ccc(CCNC(=O)c2[nH]c(C)c(C(C)=O)c2C)cc1OCC	i	i	i	i	i	i	i	i	i	i	i
COc1ccc(/C=C/c2ccc3ccccc3[n+]2C)cc1OC	i	i	i	i	i	i	i	i	i	i	i
CCOC(=O)C1CCN(c2ccc(-c3cccs3)nn2)CC1	i	i	i	i	i	i	i	i	i	i	i
CC1CCCN(c2ccc(N)cc2C(N)=O)C1 (stereo not given)	i	i	i	i	i	i	i	i	i	i	i
CCOc1ccc(C2/C(=C(/O)c3ccc4c(c3)CC(C)O4)C(=O)C(=O)N2CC2CCCO2)cc1 (stereo not given)	i	i	i	i	i	i	i	i	i	i	i
Cc1ccc(S(=O)(=O)NN2C(=O)/C(=C\c3ccc(Cl)cc3)SC2=S)cc1	i	i	i	i	i	i	i	i	i	i	i
O=C(C(c1ccccc1)c1ccccc1)N1CCN(Cc2ccncc2)CC1	i	i	i	i	i	i	i	i	i	i	i
CCSc1cc(N2CCCC2)nc(-c2ccccc2)n1	i	i	i	i	i	i	i	i	i	i	i
c1ccc(-c2ccc3nnnn3n2)cc1	i	i	i	i	i	i	i	i	i	i	i
O=C(C1CCCN(Cc2ccc(F)cc2)C1)N1CCCCC1 (stereo not given)	i	i	i	i	i	i	i	i	i	i	i
Nc1nonc1-n1nnc(C(=O)N/N=C/c2ccc(F)cc2)c1-c1cccs1	i	i	i	i	i	i	i	i	i	i	i
CC(/C=N/NC(=O)NC1CCCCC1)=C\c1ccccc1	i	i	i	i	i	i	i	i	i	i	i
COc1cccc(-c2nnc(NC(=O)C(C)C)o2)c1	i	i	i	i	i	i	i	i	i	i	i
Cc1cc(C(=O)Nc2ccon2)cs1	i	i	i	i	i	i	i	i	i	i	i
CCN(Cc1nc(-c2ccc(OC)cc2)no1)C(=O)c1ccoc1C	i	i	i	i	i	i	i	i	i	i	i
COc1ccc2[nH]c(CN3CCC(n4nccc4NC(=O)C4CC4)CC3)c(C)c2c1	i	i	i	i	i	i	i	i	i	i	i
CCN1CCN(CC(O)COc2cccc(OC)c2)CC1 (stereo not given)	i	i	i	i	i	i	i	i	i	i	i

# Following part
Molecule	RGS4 block	TRPC4 potent	MrgX1 ag	TRPC6 inh	ANO1 activ	TRPC6 activator	MrgX1 PAM	TRPC4 inh	TRPC4 act	TMEM16A inh	MrgX1 antagonist
CCC(CC)CN1C(Nc2ccccc2)=NC[C@@H]1C	i	i	i	i	i	i	i	i	i	i	i
Cc1ccc(Nc2c(-c3ccccc3)nc3cnccn23)cc1	i	i	i	i	i	i	i	i	i	i	i
O=C1CCCc2c1cc(C(=O)NCc1ccco1)c(=O)n2-c1ccccc1	i	i	i	i	i	i	i	i	i	i	i
CSc1nsc(SCC(=O)Nc2cccc(C(C)=O)c2)n1	i	i	i	i	i	i	i	i	i	i	i
Cn1c(N)c(S(=O)(=O)N2CCCC2)c(=O)n(C)c1=O	i	i	i	i	i	i	i	i	i	i	i
C/C(=N\NC(=O)COc1ccccc1)c1ccc(O)cc1	i	i	i	i	i	i	i	i	i	i	i
CN=C1c2cc3c(Br)c(OC)ccc3n2CCN1C	i	i	i	-8.33*	i	i	i	i	i	i	i
CCc1ccc(N2CC(C(=O)OCC(=O)Nc3cc(C)on3)CC2=O)cc1 (stereo not given)	i	i	i	i	i	i	i	i	i	i	i
